Gli-Sufu antag: Gli-Sufu pathway antagonists, primary screen, luciferase luminescence, Sufu-KO-LIGHT cells, uHTS; Sufu-KO-LIGHT fibroblasts, Gli luciferase reporter luminescence; inhibition, % at 5 µM; 340,000 tested, 0.74% active;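 active = inhibition above about 55%, limit read from the data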;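 also: 0% = DMSO-treated cells and 100% = wells with medium but no cells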
Jurkat NFkB inh: inhibitors of induced NF-kB luciferase reporter, primary screen, TCR NF-kB activation inhibitor project, cell-based, luminescence, uHTS; Jurkat, PMA/ionomycin-induced NF-kB luciferase reporter; inhibition, % at 4 µM; 330,000 tested, 0.53% active; in the data active = inhibition above about 50%
EBI2 block: EBI2 receptor antagonists, beta-arrestin recruitment, primary screen, cell-based, luminescence, 7a,25-OHC stimulation, uHTS. AID 651636, 2012. 7a,25-OHC stimulated. 360,000 tested, 0.81% active. inhibition, % at 5 µM; in the data active = inhibition above about 38%;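 also: enzyme fragment complementation signal reports receptor beta-arrestin coupling in cells; 0% = agonist plus DMSO wells and 100% = wells without agonist; some results beyond the cut were filed as inactive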
Target sequence (P32249 whole entry, looked up, the tested form may be a part): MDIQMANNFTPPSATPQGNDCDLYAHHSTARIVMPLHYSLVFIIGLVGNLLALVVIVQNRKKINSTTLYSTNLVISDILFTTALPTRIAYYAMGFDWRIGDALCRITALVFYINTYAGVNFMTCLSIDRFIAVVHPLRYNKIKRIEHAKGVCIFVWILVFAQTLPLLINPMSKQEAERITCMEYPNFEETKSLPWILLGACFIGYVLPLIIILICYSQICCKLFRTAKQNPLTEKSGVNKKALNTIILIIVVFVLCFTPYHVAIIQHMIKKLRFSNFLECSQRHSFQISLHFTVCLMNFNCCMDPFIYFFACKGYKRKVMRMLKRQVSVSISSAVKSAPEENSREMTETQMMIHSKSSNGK
CXCR6 inh: CXCR6 receptor inhibitors, primary screen, cell-based, beta-arrestin, luminescence, CHO-K1 PathHunter, 1536-well. C-X-C chemokine receptor type 6 (Homo sapiens), O00574. inhibition, % at 20 µM. 360,000 tested, 0.36% active; in the data active = inhibition above about 34%, passing the limit was not always enough;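 also: antagonist mode with CXCL16 agonist at 10 nM final; 0% = 10 nM CXCL16 with DMSO and 100% = unstimulated wells without agonist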
Target sequence (O00574 whole entry, looked up): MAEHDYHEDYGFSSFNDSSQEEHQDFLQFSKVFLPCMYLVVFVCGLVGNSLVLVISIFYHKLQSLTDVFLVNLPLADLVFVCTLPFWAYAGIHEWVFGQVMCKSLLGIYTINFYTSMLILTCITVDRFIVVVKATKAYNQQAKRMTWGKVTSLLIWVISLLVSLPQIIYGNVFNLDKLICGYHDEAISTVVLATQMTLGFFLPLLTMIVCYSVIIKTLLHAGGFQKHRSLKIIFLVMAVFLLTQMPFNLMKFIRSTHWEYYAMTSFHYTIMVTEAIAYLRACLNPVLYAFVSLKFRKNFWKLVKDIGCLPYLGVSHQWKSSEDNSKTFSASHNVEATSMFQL
APJ antagonist: antagonists of human apelin receptor APJ, primary screen, CHO-K1 cells, beta-arrestin complementation, luminescence. P35414. inhibition, % at 20 µM. 330,000 tested, 0.32% active;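 active = inhibition above about 40% at 20 µM, limit read from the data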;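 also: cells challenged with 10 nM apelin-13 agonist together with compound; plate controls were apelin-13 plus DMSO wells for no effect and DMSO wells lacking apelin-13 for full effect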
CCR6 antag: CCR6 receptor antagonists, primary screen, cell-based, CHO-K1, luminescence, beta-arrestin, uHTS; C-C chemokine receptor type 6 (Homo sapiens), P51684; CHO-K1 CCR6 PathHunter beta-arrestin, CCL20-stimulated; inhibition, % at 20 µM; 340,000 tested, 0.49% active;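 active = compounds whose inhibition of the agonist-driven luminescence signal at 20 µM reaches about 50%, limit read from the data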;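 also: cells stimulated with CCL20 at 14 nM final; plate controls were DMSO with CCL20 for no effect and DMSO without agonist for full effect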
Target sequence (P51684 whole entry, looked up): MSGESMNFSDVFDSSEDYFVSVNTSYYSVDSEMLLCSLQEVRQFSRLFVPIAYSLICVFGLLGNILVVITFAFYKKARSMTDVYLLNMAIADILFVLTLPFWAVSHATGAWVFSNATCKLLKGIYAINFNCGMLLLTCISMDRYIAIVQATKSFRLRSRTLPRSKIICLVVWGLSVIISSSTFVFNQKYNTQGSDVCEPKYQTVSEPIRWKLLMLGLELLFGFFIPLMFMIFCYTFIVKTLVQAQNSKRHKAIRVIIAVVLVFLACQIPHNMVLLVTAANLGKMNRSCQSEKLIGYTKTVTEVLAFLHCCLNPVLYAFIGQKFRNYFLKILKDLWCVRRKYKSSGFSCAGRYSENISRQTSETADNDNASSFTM
UBC13 inh: UBC13 polyubiquitin chain formation inhibitors, primary screen, biochemical, TR-FRET, uHTS; Ubiquitin-conjugating enzyme E2 N (Homo sapiens), P61088; inhibition, % at 20 µM; 330,000 tested, 0.47% active; in the data active = inhibition above about 45%, passing the limit was not always enough
697 NFkB inh: inhibitors of PMA/ionomycin-induced NF-kB reporter, 697 cells, primary screen, B-cell NF-kB inhibitor project, cell-based, luminescence, uHTS | 697 B-cell NF-kB luciferase reporter, 16 h | inhibition, % at 4 µM | 330,000 tested, 0.33% active | AID 435022, 2010; in the data active = inhibition above about 35%
* hit, by the source's call.

SMILES	Gli-Sufu antag	Jurkat NFkB inh	EBI2 block	CXCR6 inh	APJ antagonist	CCR6 antag	UBC13 inh	697 NFkB inh
N#CC1=C2C=Cc3ccccc3N2CCCC1=O	-31	-55	-7	-6	-14	-4	-2	-56
O=C(O)c1cccc(Nc2nc(N3CCOCC3)nc(N3CCOCC3)n2)c1	-3	11	4	-7	1	-20	7	22
CC(C)c1ccc(NC(=S)NNC(=O)c2cccs2)cc1	3	-56	3	15	21	21	-2	-75
Nc1nc(Nc2ccccc2)nc(N2CCOCC2)c1[N+](=O)[O-]	14	-16	11	10	10	8	-8	4
Cn1c(CCN2CCCCC2)nc2cc(NC(=O)COc3ccc(Cl)cc3)ccc21	7	-6	-9	4	24	10	16	-12
CN1CCN(NC(=O)c2cc(Br)ccc2Cl)CC1	0	-10	-1	-5	-2	-8	1	-10
CCOC(=O)c1ccc(CS(=O)c2ccc(Cl)cc2)o1 (centres undefined)	7	2	-13	4	-17	-2	10	15
Cc1ccc(C23CC4CC(CC(NC(=O)NN)(C4)C2)C3)cc1	51	3	4	10	-15	18	-4	13
Clc1ccc(/C=N/Nc2nn[nH]n2)cc1	3	-14	-2	0	12	3	-10	5
CC(C)(C)[C@@H]1COC(=O)[C@H](Cc2ccc(F)cc2)CC/C=C\C[C@@H](CC(=O)N(CCO)Cc2ccccc2)C(=O)N1	9	16	1	12	-9	-4	-15	-2
COc1cccc(CC(NC(C)=O)C(=O)NC2CCN(c3nnnn3-c3ccccc3)CC2)c1OC (centres undefined)	-3	11	9	-2	10	4	-8	14
COc1ccc(CNC(=O)CCc2nc3cc(S(=O)(=O)N(C)C)ccc3n2C)cc1OC	4	-8	2	1	-13	3	-10	9
O=C(O)CCCCCNS(=O)(=O)c1ccc2c3c(cccc13)C(=O)N2	8	-7	-8	-6	8	3	7	7
O=C(CN1C(=O)CC(c2ccco2)Sc2ccccc21)NC1CCCCC1 (centres undefined)	8	-9	5	-3	-3	3	-2	2
CCOc1ccc(S(=O)(=O)N(CC(=O)Nc2cccnc2)c2ccc(F)cc2)cc1	-2	3	10	-4	-3	6	2	8
CCOC(=O)c1ccc(N=c2sc(C(=O)OC)cc(=O)n2-c2ccc(C(=O)OCC)cc2)cc1	-2	22	79*	11	7	23	10	30
COc1ccc(/C=N/OCC(=O)NCc2cccs2)c(OC)c1	0	2	-6	8	-2	2	3	10
CCN1N=C(C)C=C(c2ccccc2)n2c1nc1ccccc12	-1	-2	2	0	-5	8	3	15
CC(C)(C)c1cc(NC(=O)c2cccc([N+](=O)[O-])c2)no1	-40	-104	-3	-4	-26	-1	5	-74
Cc1ccc(C(=O)Cc2ccccc2)o1	4	10	-4	-4	8	11	-8	10
COc1ccc(OCC(=O)Nc2ccc3c(c2)OCO3)cc1	-1	-4	3	-8	-8	-2	5	8
Cc1ccc(Cl)cc1NC(=O)N[C@@H](CC(C)C)C(=O)O	6	1	0	-2	9	7	3	28
Cc1ccc(/C=N/NC(=O)CN2CCN(Cc3ccccc3Cl)CC2)o1	5	-7	25	-4	-1	7	-5	-22
COC(=O)C1=CN(c2cccc(C)c2)C=C(C(=O)OC)C1c1cc(OC)c(O)c([N+](=O)[O-])c1	8	6	10	24	33	36	-37	17
O=C1Nc2ccccc2C1Cc1ccccc1 (centres undefined)	1	-2	2	7	-5	-9	-1	4

Reformatted: entries from further up
N#CC1=C2C=Cc3ccccc3N2CCCC1=O
  Gli-Sufu antag = -31; Jurkat NFkB inh = -55; EBI2 block = -7; CXCR6 inh = -6; APJ antagonist = -14; CCR6 antag = -4; UBC13 inh = -2; 697 NFkB inh = -56

CCN1N=C(C)C=C(c2ccccc2)n2c1nc1ccccc12
  Gli-Sufu antag = -1; Jurkat NFkB inh = -2; EBI2 block = 2; CXCR6 inh = 0; APJ antagonist = -5; CCR6 antag = 8; UBC13 inh = 3; 697 NFkB inh = 15

COc1ccc(OCC(=O)Nc2ccc3c(c2)OCO3)cc1
  Gli-Sufu antag = -1; Jurkat NFkB inh = -4; EBI2 block = 3; CXCR6 inh = -8; APJ antagonist = -8; CCR6 antag = -2; UBC13 inh = 5; 697 NFkB inh = 8

CC(C)c1ccc(NC(=S)NNC(=O)c2cccs2)cc1
  Gli-Sufu antag = 3; Jurkat NFkB inh = -56; EBI2 block = 3; CXCR6 inh = 15; APJ antagonist = 21; CCR6 antag = 21; UBC13 inh = -2; 697 NFkB inh = -75

Going on with the list.
SMILES	Gli-Sufu antag	Jurkat NFkB inh	EBI2 block	CXCR6 inh	APJ antagonist	CCR6 antag	UBC13 inh	697 NFkB inh
CN1CC(=O)N(CC(=O)Nc2cccc3ccccc23)C1=O	0	-10	3	-13	-4	4	7	2
Cc1[nH]c2ccccc2c1C(=O)C(=O)NCCc1c[nH]c2ccccc12	4	2	5	-8	-21	4	2	0
CC1CC(C)(C)CC2(C1)NC(=O)N(CC(=O)Nc1nccs1)C2=O (centres undefined)	1	2	12	-10	-7	-1	-4	28
COc1ccc(N/C=C/c2nc(SC)nnc2C)cc1	-16	8	12	19	17	31	-206	-15
Cc1ccccc1CN(CC(=O)Nc1cccc([N+](=O)[O-])c1)S(=O)(=O)c1ccc(Cl)cc1	15	-1	18	4	5	17	4	1
CCN1CCN(c2ccc(NC(=O)COc3ccccc3Cl)cc2)CC1	14	-23	-5	-3	9	3	6	-44
CCn1c(C)cc(C)c(C#N)c1=O	10	0	-14	2	-13	-15	6	16
CS(=O)(=O)N(CC(=O)NCCSCc1ccccc1)c1ccccc1F	33	1	-5	-4	7	6	0	6
CC12CCC(C(=O)Nc3ccc(Cl)cc3)([C@H](Br)C1=O)C2(C)C (some centres undefined)	-7	2	-6	0	11	7	2	-6
COc1cccc(-c2ccc(NC(=O)C3CCCN(Cc4cnc(C)s4)C3)cc2)c1 (centres undefined)	22	2	12	-8	-7	7	6	-25
Cc1nn(C(C)(C)C)c(C)c1/C=N/OC(=O)Nc1ccc(Cl)cc1	92*	75*	-5	2	-5	-11	9	52*
COc1cc(C(=O)NCC2(c3ccccc3)CCCC2)ccc1OC(C)C	3	-14	4	9	3	12	-3	-19
O=C(COC(=O)c1ccc(Cl)nc1)NC(=O)c1ccccc1	2	-20	-8	2	4	2	-2	-15
COc1cccc(C(=O)NCC(=O)N/N=C/c2ccc3c(c2)OCO3)c1	17	-7	3	-4	-12	1	-4	-3
COc1ccc(-c2ccc(-c3nc4c(c(=O)[nH]c(=O)n4Cc4ccccc4)n3C)o2)c([N+](=O)[O-])c1	24	-2	14	20	-1	28	-28	16
COc1cc(/C=C/c2[nH]c(=O)[nH]c(=O)c2[N+](=O)[O-])ccc1OCCC(C)C	6	-16	-5	-1	-10	4	-17	12
COc1cccc2c1OCC1COc3c(c(=O)n(C)c(=O)n3C)C21 (centres undefined)	7	-1	-4	-5	8	-8	6	11
Cc1ccc(OCc2nnc(SCC(=O)NC3CCCCC3)n2C)cc1	-9	5	0	8	7	14	0	11
O=C(NCc1ccccc1C(F)(F)F)c1cccc2c1C(=O)c1ccc(N3CCCCC3)cc1S2(=O)=O	7	-17	29	4	2	17	-57	-21
COC(=O)C(Cc1ccccc1)NS(=O)(=O)c1ccc(F)cc1Br (centres undefined)	-6	5	-7	-8	14	11	0	13
O=C(CSc1nc(-c2ccccc2)cc(=O)[nH]1)NCc1ccc2c(c1)OCO2	24	5	-15	0	21	0	1	7
Cc1ccc(C)c(C(=O)CSc2nnc(C)s2)c1	-6	-13	-5	3	-9	5	5	3
CCCn1c(=NC(C)=O)c(C(=O)OCC)cc2c(=O)n3ccccc3nc21	4	6	-13	3	12	-6	7	4
COc1ccc(NC(=O)c2c(NC(=O)CNCc3ccco3)sc3c2CCC3)cc1	-2	-3	3	11	11	16	7	-5
O=C(OCC(=O)N(CCc1ccccc1)Cc1ccccc1)c1ccccc1[N+](=O)[O-]	6	6	25	-12	15	12	-17	-10
(list continues)
SMILES	Gli-Sufu antag	Jurkat NFkB inh	EBI2 block	CXCR6 inh	APJ antagonist	CCR6 antag	UBC13 inh	697 NFkB inh
Cn1c(=O)n(C)c2cc(NS(=O)(=O)c3ccc(C(C)(C)C)cc3)ccc21	29	35	4	-6	-23	-2	1	-20
O=C(NCCC(=O)N1CCN(c2ccccn2)CC1)c1ccc([N+](=O)[O-])cc1	-2	-8	-9	-3	-10	8	-12	8
CCCCN(C(=O)CCCSc1nc2ccccc2[nH]1)c1c(N)n(Cc2ccccc2)c(=O)[nH]c1=O	4	4	-2	8	10	-10	3	-12
Cc1ccccc1C(=O)N/N=C/c1ccncc1	1	-13	-4	-2	4	-15	-10	10
CCOC(=O)c1c(C)c(C(=O)NCC2CCCO2)c(C)n1CC (centres undefined)	5	9	0	4	-26	7	9	16
Cc1ccc(NC(=O)C2CC(O)CN2C(=O)OCc2ccccc2)c(C)c1 (centres undefined)	-21	15	-4	1	6	-6	6	21
CCc1noc(C)c1C(=O)OCC(=O)NCc1ccc(Cl)cc1	-5	10	4	1	11	13	8	-5
CCc1[nH]c(=O)[nH]c1C(C)S(=O)(=O)c1ccc(C)cc1 (centres undefined)	-4	5	-6	-12	-4	5	0	15
O=C(NCCc1ccccc1)C1CCCN(S(=O)(=O)c2cccs2)C1 (centres undefined)	8	-1	-1	5	17	2	-3	3
CCCCN(C(=O)c1cc(CC)c(C)s1)c1c(N)n(CC(C)C)c(=O)[nH]c1=O	7	-3	-1	-1	16	14	-3	-1
Cc1cccc(C)c1-n1c(C)nn(CC#N)c1=O	-1	11	9	0	11	5	0	-2
CCC(=O)Nc1ccc2c(c1)C(=O)c1ccccc1C2=O	-65	-161	-3	13	-65	-10	-25	-87
C/C=C/C(=O)Nc1cccc(C2=NOC3(C2)C[C@H](C(N)=O)N(C(=O)/C=C/C)C3)c1 (some centres undefined)	2	4	-1	-1	17	5	-5	7
C[C@H]1CN=C(N(C)C)N1CC1CCC(C(C)(C)C)CC1 (some centres undefined)	48	0	-4	0	18	5	14	7
CC(C)CCC(=O)N1CCOC1=O	-5	-11	-2	2	-2	0	-12	-27
CS(=O)(=O)c1ccc(Cl)c(C(=O)OCC(=O)NC2CCCCCCC2)c1	-2	2	-1	-8	-18	3	3	4
CCc1ccc(N2CC(C(=O)NCCC3=CCCCC3)CC2=O)cc1 (centres undefined)	9	7	8	-8	0	-4	7	11
CS(=O)(=O)N1CCC(C(=O)Nc2ccc(F)cc2F)CC1	-4	-6	-2	-5	3	-7	-6	-11
O=C(c1cc(-c2cccc(O)c2)on1)N1CCN(C(c2ccccc2)c2ccccc2)CC1	15	14	90*	-1	0	8	5	-8
CCOc1c(OC)cccc1C(=O)NCC1(c2ccccc2)CCCC1	8	13	13	-1	13	9	3	-1
CO/N=C/C(=N\Nc1ccc(C)cc1)C(=O)c1ccc(OC)cc1	6	51*	16	4	15	5	-1	-6
COCCN(CC1CCCN(C2Cc3ccccc3C2)C1)C(=O)c1cccs1 (centres undefined)	-7	-5	2	-1	7	3	-4	-16
COc1ccc(CC(=O)NNC(=O)CSc2nc(C)c(C)c(=O)[nH]2)cc1	-4	-2	1	12	2	8	-3	3
COC(=O)c1cc(S(=O)(=O)NCc2cccc(OC)c2)cn1C	-4	-9	-2	-3	35	6	0	-13
CC(=O)CCc1oc2ccc([N+](=O)[O-])cc2c1-c1ccc(C)o1	4	-16	-7	-8	4	-8	-2	15
Cc1ccc(NC(=O)CN(C)C(=O)COc2cccc3ccc(C)nc23)cc1	7	-192	8	9	-2	0	9	-5
COc1ccnc(Oc2ccc(F)cc2)c1C(=O)N/C=N/OCc1ccc(F)cc1	5	3	9	1	-15	4	6	12
CN(CC(=O)Nc1c(Cl)cccc1Cl)C(=O)c1ccc2nc[nH]c2c1	-1	0	1	-2	6	16	0	29
NS(=O)(=O)c1ccc(CNC(=O)CC23CC4CC(CC(C4)C2)C3)cc1	3	-12	-4	3	-14	6	-10	-78
Cn1nccc1C(=O)N1CCc2ccccc21	-4	-2	-22	0	10	3	-6	-5
